Source: PubChem BioAssay
Efflux pump mplx: blocks antifungal efflux pumps in multiplex yeast assay; S. cerevisiae Candida pump triplex, Nile Red efflux; inhibition, % at 10 µM; 330,000 compounds, 0.44% hits;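 active = plate passing quality check with inhibition over a set limit, or well fluorescence over plate mean plus 4 SD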;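 note: Nile Red retained in pooled yeast measured as flow cytometry median fluorescence; 0% = buffer negative control and 100% = Enniatin B positive control; higher means more Nile Red kept so more efflux inhibition; some compounds called inactive have numbers as strong as hits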
PP5 inh: blocks human protein phosphatase 5 activity; inhibition, % at 6.7 µM; purified PP5c, OMFP substrate fluorescence; 320,000 compounds, 0.18% hits;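 active = inhibition above the campaign's mean inhibition across all tested compounds plus 3 SD, cut at about 9.5% in these data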;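 note: 0% = DMSO only and 100% = 100 µM cantharidin control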
Target sequence (P53041 whole entry, looked up): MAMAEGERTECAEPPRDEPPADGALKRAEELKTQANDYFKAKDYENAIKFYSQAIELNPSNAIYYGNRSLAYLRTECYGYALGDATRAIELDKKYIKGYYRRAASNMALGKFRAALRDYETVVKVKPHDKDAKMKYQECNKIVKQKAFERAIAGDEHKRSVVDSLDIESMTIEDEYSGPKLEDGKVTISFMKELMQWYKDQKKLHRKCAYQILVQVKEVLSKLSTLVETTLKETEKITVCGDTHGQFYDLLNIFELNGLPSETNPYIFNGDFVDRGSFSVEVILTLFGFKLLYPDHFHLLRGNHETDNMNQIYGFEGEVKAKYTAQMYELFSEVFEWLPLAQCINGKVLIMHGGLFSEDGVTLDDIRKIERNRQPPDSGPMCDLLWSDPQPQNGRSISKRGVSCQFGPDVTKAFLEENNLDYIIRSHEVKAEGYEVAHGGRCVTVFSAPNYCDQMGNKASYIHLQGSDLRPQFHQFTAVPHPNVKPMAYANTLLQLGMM
CTSL1 counter: blocks F. hepatica cathepsin L1 in PFM18AAP counter-screen; recombinant F. hepatica cathepsin L1, Z-Leu-Arg-MCA fluorescence; inhibition, % at 5.96 µM; 300,000 compounds, 0.49% hits; AID 1906;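 active = inhibition above the mean of all tested compounds plus 3 SD, set per screening campaign, cut at about 17% in these data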;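 note: 0% = plate median of test compound wells and 100% = 1 µM Z-Phe-Ala-diazomethylketone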
TPT1 inh: C. albicans TPT1 enzyme inhibition | AID 1962 | inhibition, % at 5 µM | 300,000 compounds, 0.81% hits | recombinant caTPT1, FP RNA substrate dephosphorylation;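 active = inhibition above the mean of all tested compounds plus 3 SD, set per screening campaign, cut at about 24% in these data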;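 note: plate controls were DMSO alone for no effect and ferristatin control at 100 nM for full effect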
LYPLA2 inh: counter-screen for PME1 inhibitors: inhibitors of human LYPLA2 | O95372 | recombinant LYPLA2, FP-Rh probe fluorescence polarization | inhibition, % at 5.9 µM | 320,000 compounds, 0.38% hits | AID 2177;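 active = inhibition above the screen-wide mean plus 3 SD, limit set per campaign, cut at about 26% in these data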;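 note: 0% = LYPLA2 with DMSO and 100% = wells lacking LYPLA2 enzyme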
Target sequence (O95372 whole entry, looked up): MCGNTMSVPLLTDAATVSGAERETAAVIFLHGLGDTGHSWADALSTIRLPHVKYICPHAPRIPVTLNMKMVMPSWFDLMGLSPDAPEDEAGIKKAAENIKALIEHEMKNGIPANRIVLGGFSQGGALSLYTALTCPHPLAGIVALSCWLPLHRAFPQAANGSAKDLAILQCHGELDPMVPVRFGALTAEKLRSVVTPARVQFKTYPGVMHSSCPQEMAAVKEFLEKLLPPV
PREPL inh: inhibitors of human prolyl oligopeptidase-like enzyme PREPL; inhibition, % at 5.96 µM; Q4J6C6; recombinant PREPL, fluorescence polarization activity-based probe; 320,000 compounds, 0.68% hits; in the data active = inhibition above about 43%;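 note: 0% = enzyme with DMSO and 100% = wells lacking enzyme; many of its hits are not listed in these tables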
PP1 counter: PP1-alpha (human) inhibition in PP5 counter-screen; P62136; purified PP1alpha, OMFP fluorescence; inhibition, % at 6.7 µM; 320,000 compounds, 0.9% hits; AID 2235;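 active = inhibition above the mean inhibition of all tested compounds plus 3 SD, computed separately for each screening campaign, cut at about 15% in these data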
Target sequence (P62136 whole entry, looked up): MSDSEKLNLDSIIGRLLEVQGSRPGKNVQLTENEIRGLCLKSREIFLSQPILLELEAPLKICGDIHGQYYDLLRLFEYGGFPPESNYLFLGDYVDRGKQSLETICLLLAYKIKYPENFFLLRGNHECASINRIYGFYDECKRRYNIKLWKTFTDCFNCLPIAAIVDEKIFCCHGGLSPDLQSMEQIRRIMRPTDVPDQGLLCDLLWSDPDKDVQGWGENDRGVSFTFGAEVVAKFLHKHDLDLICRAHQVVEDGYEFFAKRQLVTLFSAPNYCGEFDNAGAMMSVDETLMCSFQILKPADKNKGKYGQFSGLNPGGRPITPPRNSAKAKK
GASC-1 inh: blocks human GASC-1 demethylase activity | GST-JMJD2C(1-420) H3K9me3 demethylation, DELFIA europium | 330,000 compounds, 0.069% hits | inhibition, % at 2.35 µM | Q9H3R0;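 active = more than half of a compound's replicate wells show inhibition beyond 50%, single wells judged on their own value; inconclusive = some, but no more than half, of replicates pass 50% inhibition; inactive = no replicate passes 50% inhibition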;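 note: signal counts dimethyl H3K9 product captured on neutravidin plate; 0% = median of DMSO wells and 100% = 0.3 times that DMSO median; strong numbers were not always called active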
HCV core dimer: HCV core protein dimerization inhibition. inhibition, % at 5 µM. TR-FRET GST/Flag-core106 dimerization, 1536-well. 300,000 compounds, 0.33% hits;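 active = inhibition above the mean of all tested compounds plus 3 SD, set per screening campaign, cut at about 45% in these data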
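test system = GST/Flag-tagged HCV core106 proteins | probe or stimulus = Eu donor and XL665 acceptor anti-tag antibodies | times = compound-protein-antibody incubation 4 h at 22.5 °C | signal = TR-FRET, excitation 340 nm, emission 617 and 671 nm | measure = percent inhibition of core106 dimerization signal | controls = wells lacking GST-core106 and wells with excess unlabelled core106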
An asterisk follows results filed as active; i = inactive; ? = inconclusive; · = not tested or not shown.

SMILES	Efflux pump mplx	PP5 inh	CTSL1 counter	TPT1 inh	LYPLA2 inh	PREPL inh	PP1 counter	GASC-1 inh	HCV core dimer
Cc1cccc(-c2ncc(S(=O)(=O)C(C)(C)C)c(N)n2)c1	-0.1	-1.0	-2	-1	4	5	-3	-1	-1
COc1ccc(OC)c(N(CC(=O)Nc2ccc(NC(C)=O)cc2)S(C)(=O)=O)c1	0.0	-0.7	-4	3	6	10	-6	2	-3
COc1ccc(-c2ccc(-c3noc(-c4ccccc4C)n3)c(OC)n2)cc1	0.1	2.1	-1	8	6	0	-4	15	6
CC(=O)Nc1cccc(-n2nnc(SCC(N)=O)n2)c1	-0.1	-2.5	-1	0	2	1	-4	1	0
COc1ccc(N=c2oc3ccccc3cc2C(=O)Nc2ccccn2)cc1OC	0.5	0.7	-2	1	-3	6	0	-26	-4
C/C(=N\NC(=O)c1ccncc1)C12CC3CC(CC(C3)C1)C2	0.9	3.1	0	3	12	0	-2	4	-4
O=C1NC(=S)N/C1=C/c1ccc2ccccc2c1	-0.1	1.9	3	-3	3	9	-2	-9	13
CC(=O)c1ccc(S(=O)(=O)N(CCCO)Cc2cc3cc4c(cc3[nH]c2=O)OCCO4)cc1	-0.2	-1.0	7	-2	0	8	3	-11	-16
COc1ccc(S(=O)(=O)Nc2nnc(Cc3ccc(OC)c(OC)c3)s2)cc1	0.0	2.9	1	-6	1	2	-2	16	9
COc1cc(CN2CCCC(C(=O)N3CCc4ccccc4C3)C2)cc(OC)c1OC (configuration not stated)	0.1	0.6	1	-2	6	-13	6	16	4

4 compounds drawn at random from those above, as already listed:
SMILES	Efflux pump mplx	PP5 inh	CTSL1 counter	TPT1 inh	LYPLA2 inh	PREPL inh	PP1 counter	GASC-1 inh	HCV core dimer
COc1ccc(-c2ccc(-c3noc(-c4ccccc4C)n3)c(OC)n2)cc1	0.1	2.1	-1	8	6	0	-4	15	6
COc1cc(CN2CCCC(C(=O)N3CCc4ccccc4C3)C2)cc(OC)c1OC (configuration not stated)	0.1	0.6	1	-2	6	-13	6	16	4
COc1ccc(N=c2oc3ccccc3cc2C(=O)Nc2ccccn2)cc1OC	0.5	0.7	-2	1	-3	6	0	-26	-4
COc1ccc(S(=O)(=O)Nc2nnc(Cc3ccc(OC)c(OC)c3)s2)cc1	0.0	2.9	1	-6	1	2	-2	16	9

Remaining list, next part.
SMILES	Efflux pump mplx	PP5 inh	CTSL1 counter	TPT1 inh	LYPLA2 inh	PREPL inh	PP1 counter	GASC-1 inh	HCV core dimer
Cc1ccccc1NC(=O)c1ccc2nccnc2c1	0.0	0.1	-1	2	-1	4	-3	15	10
CC(=O)Nc1ccc(-c2csc(NC(C)c3ccccc3)n2)cc1 (configuration not stated)	0.1	1.6	-1	9	0	6	-4	4	27
Cc1cccc(OCC(=O)Nc2ccncc2)c1	-0.2	-0.1	-4	-3	5	1	-4	-2	-1
CCN1CCN(C(c2cc3cccc(C)c3[nH]c2=O)c2nnnn2Cc2ccccc2)CC1 (configuration not stated)	0.0	1.5	2	0	2	3	0	10	0
CC1CN(C(=O)c2cccn(Cc3c(Cl)cccc3Cl)c2=O)CC(C)O1 (configuration not stated)	-0.2	1.7	0	-2	8	1	-3	-16	1
Cn1nc(C(=O)NC(C)(C)C)c2ccccc21	0.4	-0.3	-5	0	-8	-7	-6	0	-8
O=c1c2ccccc2c(=O)n(-c2ccccc2)n1CCCCBr	0.0	-1.7	2	-2	9	9	-1	11	-1
O=C(NCc1ccccc1)/C(=C\c1ccc(O)cc1)NC(=O)c1ccco1	-0.2	5.7	-3	-2	1	3	1	2	-9
CC(=O)c1ccc(OCCCC(=O)n2nnc3ccccc32)cc1	0.1	-1.3	-2	2	2	23	-6	6	5
CCN(CC)S(=O)(=O)c1ccc(C(=O)Nc2ccc3c(c2)OCCO3)cc1	0.0	2.0	-3	2	1	17	-3	13	0
COc1ccc(NC2CCCN(C(=O)CN3CCOC3=O)C2)cc1 (configuration not stated)	0.5	1.9	-2	-3	1	2	-4	-40	10
CCOC(=O)c1cccc(NC(=O)CCc2nnc3ccc(N4CCN(C)CC4)nn23)c1	0.2	-1.2	0	-2	-2	4	5	-18	0
CSc1ccc(S(=O)(=O)Nc2ccc3c4c(cccc24)CC3)cc1	0.0	2.5	-1	3	-20	-4	5	3	5
CCCS(=O)(=O)c1nc(C)cc(C)c1S(C)(=O)=O	0.1	3.1	-2	2	2	-2	-2	-9	-2
O=C(NNC(=O)c1ccccc1Br)c1cccc(Cl)c1	0.0	-0.9	2	0	-1	9	-3	i	-2
O=C(CCCN=C1NS(=O)(=O)c2ccccc21)Nc1ccc(Cl)cc1	-0.1	1.1	·	·	-4	6	-4	7	·
C[C@@H](C(=O)Nc1cccc(S(=O)(=O)N2CCOCC2)c1)N1C(=O)C2CC=CCC2C1=O (some centres not stated)	0.4	2.7	0	4	-10	-8	-2	1	-1
CC(=O)NCc1ccc(S(=O)(=O)NC2CCN(Cc3ccccc3)CC2)cc1	-0.1	2.1	-3	-4	-3	-13	-3	5	-1
Cc1cc(NC(=O)CN(C)CC(=O)Nc2ccc(Cl)c(C(F)(F)F)c2)no1	0.0	1.4	·	·	-3	12	7	-1	·
O=C(O)c1ccc(/C=N/Nc2ccc(Cl)nn2)cc1	0.0	0.7	-3	0	-6	1	5	-4	-15
CC(NC(=O)Cn1cccc1)c1ccccc1 (configuration not stated)	0.4	2.8	-2	3	1	-4	-4	-7	5
Cc1ccccc1NC(=O)CCc1c(C)nn(-c2ccc(N3CCOCC3)nn2)c1C	0.1	0.8	0	-2	-6	-2	-2	14	7
CCOC(=O)c1sc2nc[nH]c(=O)c2c1C	0.0	0.3	0	-5	1	-4	2	0	-1
Cc1ccc(NNc2c(C)nc3ccccc3nc2=O)cc1	-0.1	1.2	3	1	6	7	-4	-13	-17
CCOC(=O)c1ccc(Cn2c(-c3ccccc3)nnc2-c2ccccc2)o1	0.3	6.9	5	-5	-2	10	-2	6	-2
CN(CC(=O)NC1CCCC1)S(=O)(=O)c1cnc[nH]1	-0.1	-1.6	-1	2	-2	2	-4	0	0
Cc1nn(-c2ccccc2)c2sc(C(=O)N3CCOCC3)cc12	0.1	1.3	1	0	3	11	-2	5	0
N#Cc1c(-n2cccc2)cccc1-n1cccc1	0.1	-0.6	-4	-3	2	7	-7	4	-3
CCc1nc2ccc(C(=O)N3CCN(c4ccccc4)CC3)cc2nc1CC	-0.1	1.3	0	1	2	-12	-2	3	7
O=S(=O)(c1ccc(SCc2ccccc2)nc1)N1CCCCC1	-0.1	0.5	·	·	6	7	-2	1	·
COc1cccc(C(=O)N2CCC(n3nccc3NC(=O)C3CCOC3)CC2)c1 (configuration not stated)	0.2	2.5	0	3	1	4	10	-3	-3
CCCOc1ccc(C2CC(=O)NC2=O)cc1 (configuration not stated)	0.0	2.6	-2	3	-4	-7	-2	-1	-1
CCC(=O)NNC(=O)CCC(=O)Nc1ccc(C)cc1C	0.5	1.6	6	-2	0	9	-2	32	0
O=Cc1ccc(N2CCCC2)c([N+](=O)[O-])c1	0.0	0.9	7	-4	2	6	-3	-35	0
Cc1ccc(-c2csc(NC(=O)c3ccc(Br)cc3)c2C(=O)O)cc1	0.1	2.0	-2	3	1	4	-1	1	20
COc1ccc(-c2cc(C(=O)NCC(c3ccccc3)N(C)C)c3ccccc3n2)cc1OC (configuration not stated)	-0.1	0.7	2	-3	-4	-19	0	2	5
Cc1ccc2oc(=S)n(C)c2c1	0.1	0.2	1	1	1	3	-2	-15	2
Oc1ccc(C2=Nn3c(nnc3-c3ccco3)SC2)cc1O	-0.1	0.6	0	-4	10	44*	-3	1	-7
COc1ccc(CNC(=O)C(C)Sc2ccc(C)cc2)cc1 (configuration not stated)	0.0	-0.9	-6	-3	-4	2	-6	-1	5
Cc1cccnc1NC1(C(F)(F)F)N=C2SCCN2C1=O (configuration not stated)	-0.1	-1.5	0	1	-7	1	-2	16	0
O=C(NC1CC2CCCC(C1)N2C(=O)Nc1ccccc1F)C1CC1 (configuration not stated)	1.6	0.1	-3	-5	4	-2	-3	-1	-2
C/C(=N\NC(=O)c1ccccc1Br)c1ccc(N2CCOCC2)cc1	-0.2	0.2	0	-1	6	-6	-4	-5	0
COC(=O)c1sc2ccccc2c1-n1cccc1C(=O)C(=O)Nc1ccc(OC)cc1	0.1	3.3	4	-6	-5	-1	4	-3	9
COc1cccc(C(C(=O)NC(C)(C)C)N(Cc2ccc(F)cc2)C(=O)CCC(=O)Nc2cc(C)on2)c1OC (configuration not stated)	-0.3	1.2	0	-7	-2	1	3	-2	-8
COc1cccc(NC(=O)CN(C)S(=O)(=O)c2ccc3c(c2)NC(=O)CS3)c1	0.4	-3.5	5	3	-4	16	-3	-8	-1
COC(=O)/C(=C\c1c[nH]c2ccccc12)NC(C)=O	0.1	2.2	-1	-1	-7	10	16*	-31	3
COc1cc(/C=C2/SC(=S)N(C)C2=O)ccc1OC(=O)c1ccco1	0.0	6.0	1	7	-17	9	-2	16	-16
CN(C)C(CNC(=O)CNC(=O)c1ccc(Br)cc1)c1ccccc1 (configuration not stated)	0.0	0.4	-1	-5	4	-1	0	-8	-2
CC(=O)OC(COc1ccccc1)Cn1cnc2ccccc21 (configuration not stated)	-0.1	-0.8	-7	-5	8	-11	-2	-5	-1
CCN1C(=O)CS/C1=N\S(=O)(=O)c1ccccc1	-0.1	1.3	5	-4	-1	-4	3	21	-3
(list continues)
SMILES	Efflux pump mplx	PP5 inh	CTSL1 counter	TPT1 inh	LYPLA2 inh	PREPL inh	PP1 counter	GASC-1 inh	HCV core dimer
N=c1n(CCN2CCCCC2)c2ccccc2n1CC(O)c1ccc(Cl)c(Cl)c1 (configuration not stated)	0.2	-0.3	2	1	3	50*	4	3	-1
COc1ccc(C(CCNCc2ccc(OC(C)C)cc2)c2ccccc2OC)cc1 (configuration not stated)	0.0	0.1	-4	-4	0	18	12	-10	-4
Cc1ccc(NC(=O)C2CCN(c3cnccn3)CC2)cc1	0.0	-1.9	0	-1	7	14	2	7	0
Oc1csc(Cc2nc(-c3ccc(-c4ccccc4)cc3)cs2)n1	0.1	1.6	0	0	-2	11	2	1	-9
CCOC(=O)c1ccc(CNS(=O)(=O)c2c(C)ccc3nsnc23)o1	-0.1	1.3	2	-3	2	4	-3	-5	5
CC(C)[C@H](N)c1nnc(SCc2ccc(Cl)cc2)o1	0.0	0.9	2	1	5	7	-2	?	2
COc1ccc(OC)c(S(=O)(=O)NCc2cccnc2)c1	-0.1	-0.7	-1	-1	-6	7	-2	0	-2
COc1cc(S(=O)(=O)NC2CCCCC2C)ccc1Cl (configuration not stated)	0.0	1.4	-1	-4	-3	-2	1	1	1
Cc1ccc2c(c1)N(CC(=O)OC(CC(C)C)C(=O)NC1CCCC1)C(=O)CO2 (configuration not stated)	-0.2	-1.7	2	1	1	5	-2	2	1
O=C(CCCc1ccccc1)Nc1cccc(C(=O)O)c1	0.3	1.8	0	5	1	16	-6	6	-1
Cc1c(C(=O)OCC(=O)c2c(N)n(CC(C)C)c(=O)n(C)c2=O)oc2ccccc12	0.3	2.7	-4	-3	-14	-2	1	2	2
O=C(c1cccc(F)c1)N1CCN(c2cccc(Cl)c2)CC1	0.1	1.8	2	0	0	10	-1	-3	11
O=C(NCc1nnc(SCc2ccc(C(F)(F)F)cc2)n1-c1ccccc1)C12CC3CC(CC(C3)C1)C2	-7.4	1.7	6	-2	5	33	6	0	12

An excerpt (hit frequency here may not be typical).
